Screening results as filed in PubChem.
TRHR agonist: qHTS for Small Molecule Agonists and Allosteric Enhancers of Human TRH Receptor: Primary Screen for Agonists. AID 493084, 2011. TRHR cells, calcium flux fluo-8, FDSS agonist mode. 360,000 compounds, 0.18% hits. Thyrotropin-releasing hormone receptor (Homo sapiens), P34981. activation, % at 2 µM; in the data active = activation above about 30%; note: 0% is about no effect
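Agonist-mode FDSS calcium read (Ex 480/Em 530, 1 s cycles) in 1536-well TRHR cells with fluo-8 dye, after 10-cycle baseline and 23 nL compound addition; TRH at EC20 (10 nM final) added afterwards for the enhancer phase.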
Anesthetic bind: qHTS Assay for Identification of Novel General Anesthetics; Ferritin light chain (Equus caballus), P02791; apoferritin/1-aminoanthracene competitive binding, fluorescence; Potency, µM (series often up to 77.5 µM), inactives show at the highest dose activity change, negative = displacement, actives largely listed as inhibitors; 350,000 compounds, 0.074% hits; note: potency is the fitted concentration of half-maximal effect; % is set by controls: 0 for no effect and ±100 for the full control effect; nearly all actives have a fitted effect of over 20% in size
Target sequence (P02791 2-175 limits assumed): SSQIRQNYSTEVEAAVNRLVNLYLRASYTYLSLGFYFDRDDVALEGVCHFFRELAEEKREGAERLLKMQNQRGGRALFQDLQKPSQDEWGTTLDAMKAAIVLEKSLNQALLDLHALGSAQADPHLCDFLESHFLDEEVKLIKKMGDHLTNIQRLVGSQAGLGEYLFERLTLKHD
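10 uM apoferritin + 50% sat. 1-AMA, PBS; cpd 10 min RT; Ex380/Em535 endpoint; normalized to free probe vs complex; 4-param Hill fit; propofol titration as pos. ctrl.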
D1 PAM: Potentiators of Human D1 Dopamine Receptor: qHTS | 360,000 compounds, 0.036% hits | AID 504651, 2011 | HEK293 TREx D1 cells, calcium flux, dopamine EC20 potentiation | potentiation, % at 10 µM | D(1A) dopamine receptor (Homo sapiens), P21728; in the data active = potentiation above about 30%; note: 0% is about no effect
Target sequence (P21728 whole entry, looked up): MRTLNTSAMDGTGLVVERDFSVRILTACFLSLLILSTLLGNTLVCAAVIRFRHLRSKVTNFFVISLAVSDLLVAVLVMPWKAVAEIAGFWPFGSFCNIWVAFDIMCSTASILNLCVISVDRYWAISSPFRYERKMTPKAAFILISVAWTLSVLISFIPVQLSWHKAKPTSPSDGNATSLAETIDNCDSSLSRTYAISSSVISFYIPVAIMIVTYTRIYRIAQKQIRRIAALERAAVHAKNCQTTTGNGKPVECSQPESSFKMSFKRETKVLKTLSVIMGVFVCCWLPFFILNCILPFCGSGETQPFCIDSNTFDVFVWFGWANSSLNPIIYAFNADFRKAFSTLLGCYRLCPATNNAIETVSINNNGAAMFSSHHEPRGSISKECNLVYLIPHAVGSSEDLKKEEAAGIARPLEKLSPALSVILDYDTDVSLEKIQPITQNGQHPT
TRHR PAM: qHTS for Small Molecule Agonists and Allosteric Enhancers of Human TRH Receptor: Primary Screen for Enhancers; 360,000 compounds, 0.66% hits; enhancement, % at 2 µM; TRHR cells, fluo-8 calcium fluorescence, EC20 TRH enhancement; Thyrotropin-releasing hormone receptor (Homo sapiens), P34981; AID 493056, 2011; in the data active = enhancement above about 30%; note: 0% is about no effect
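TRHR-expressing cells loaded with fluo-8 calcium dye were read kinetically (ex 480/em 530) during compound addition, then stimulated with an EC20 of TRH (10 nM final). Enhancement of the Gq-mediated intracellular calcium response was scored.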
RXFP1 agonist: qHTS Assay for Agonists of the Relaxin Receptor RXFP1; Relaxin receptor 1 (Homo sapiens), Q9HBX9; HEK293T-RXFP1 cAMP TR-FRET, 30 min; response scale: percent of porcine relaxin response, buffer zero; Potency, µM (series often up to 57.5 µM), without a hit: top-dose activation, most hits filed as activators; 370,000 compounds, 0.3% hits; note: potency is the fitted concentration of half-maximal effect; % is set by controls: 0 for no effect and ±100 for the full control effect; nearly all actives have a fitted effect of over 60% in size; many of its hits are not listed in these tables
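cAMP rise read by TR-FRET after 30 min, 37C compound exposure (up to 58 uM) in RXFP1-transfected HEK293 cells with Ro 20174 present. EC50 from Hill-equation fits, with 29 nM porcine relaxin as 100% and buffer as basal.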
D1 antag: Antagonist of Human D 1 Dopamine Receptor: qHTS; D(1A) dopamine receptor (Homo sapiens), P21728; HEK293 TREx D1 cells, calcium flux, dopamine EC80; active compounds read low; activity change, negative = inhibition, % at 10 µM; 360,000 compounds, 3.2% hits; AID 504652, 2011; in the data active = activity change below about -30%; note: % is set by controls: 0 for no effect and ±100 for the full control effect
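After overnight tetracycline induction at 30 C, force-coupled D1 HEK293 cells took up a no-wash calcium dye at room temperature. Compounds were added and monitored 180 s, and the response to EC80 dopamine was then recorded.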
D2 potentiator: HTS Assay for Positive Allosteric Modulators of the Human D2 Dopamine Receptor: Primary Screen for Potentiators; 340,000 compounds, 0.34% hits; D(2) dopamine receptor (Homo sapiens), P14416; potentiation, % at 10 µM; HEK293 T-REx D2, calcium flux, EC20 dopamine potentiation;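 active = potentiation over 3 SD above the plate norm, cut at about 30% in these data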; note: 0% is about no effect
Target sequence (P14416 whole entry, looked up): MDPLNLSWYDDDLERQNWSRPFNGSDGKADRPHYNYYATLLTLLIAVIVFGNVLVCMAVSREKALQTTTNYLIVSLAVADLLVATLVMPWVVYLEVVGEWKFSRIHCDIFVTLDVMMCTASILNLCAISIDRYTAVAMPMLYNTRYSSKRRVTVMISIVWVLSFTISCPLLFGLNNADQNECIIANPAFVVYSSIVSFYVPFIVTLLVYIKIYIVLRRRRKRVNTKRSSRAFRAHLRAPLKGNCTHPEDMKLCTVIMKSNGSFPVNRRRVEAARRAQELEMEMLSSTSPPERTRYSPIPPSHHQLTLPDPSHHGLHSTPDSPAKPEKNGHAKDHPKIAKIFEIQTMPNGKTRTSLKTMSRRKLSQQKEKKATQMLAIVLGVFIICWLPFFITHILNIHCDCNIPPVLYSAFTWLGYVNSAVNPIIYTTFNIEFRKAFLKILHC
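Calcium flux readout, no-wash dye, 1 read/s. Inducible HEK293 Trex D2 line, overnight 30 C. Compound alone 180 s (agonist flags), then EC20 dopamine, another 180 s to score potentiation.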
RXFP1 antagonist: qHTS Assay for Antagonists of the Relaxin Receptor RXFP1. AID 1259400, 2018. HEK293-RXFP1, relaxin-stimulated cAMP HTRF, 30 min; active compounds read low. 350,000 compounds, 0.59% hits. Relaxin receptor 1 (Homo sapiens), Q9HBX9. activity change, negative = inhibition, % at 57.5 µM;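 active = activity change of -60% or lower, but not beyond a set lower limit; inconclusive = change between -60% and -40%, or beyond the set limit; inactive = change above -40%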; note: % is set by controls: 0 for no effect and ±100 for the full control effect
D1 agonist: Allosteric Agonists of the Human D1 Dopamine Receptor: qHTS; HEK293 T-REx D1 cells, calcium flux, agonist mode; activation, % at 2 µM; AID 504660, 2011; 360,000 compounds, 1% hits; in the data active = activation above about 30%; note: 0% is about no effect
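Agonism was scored from calcium flux recorded over 180 s (1 read/s) after pintool compound addition, following a 10-cycle baseline. Cells were inducible force-coupled HEK293 TREx D1, plated overnight at 30 C and loaded with no-wash calcium dye.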
* = called active by the depositor; ? = inconclusive; nt = no result given; [ ] = dose if it differs, or a comment. Unless noted, calls come from the whole dose curve; as a rule, active = well fitted curve in the direction sought with a large enough effect; inconclusive = small, poorly fitted or top-dose-only effect, or another doubt; inactive = no such curve, though single readings can be large; an effect the other way counts as inactive or inconclusive. These rows are one share of the data; count on the stated rates, not on these rows.

Fields: Anesthetic bind	D1 antag	RXFP1 antagonist	RXFP1 agonist	TRHR PAM	D2 potentiator	D1 agonist	TRHR agonist	D1 PAM
> CCCCC(CCC(=O)Nc1ccn(-c2ccccc2)n1)C(=O)O (centres undefined)
  24.5%	1.5	25.1	-2.9%	-2.7	3.0	1.3	-0.3	1.6
> COc1cccc(N2CCN(C(=S)Nc3ccccc3)CC2)c1
  -2.8%	-13.3	4.1	-1.3%	-2.3	2.0	13.4	-0.2	-3.7
> Nc1nc(CN2CCN(c3ccccc3F)CC2)nc(Nc2ccccc2)n1
  ?	-3.5	-1.3	1.3%	0.4	-23.6	0.8	-0.3	0.8
> O=C(NCc1cccc(C(F)(F)F)c1)c1cccc(S(=O)(=O)N2CCN(Cc3ccccc3)CC2)c1
  0.3%	4.7	-1.8	-2.0%	-8.3	-10.4	0.4	0.1	-7.1
> CCC(=O)Nc1ccc(S(=O)(=O)N2CCc3ccccc3C2)cc1
  ?	3.7	nt	-0.3%	-0.6	7.6	7.9	0.4	-3.0
> CCOC(=O)c1ccc(NC(=S)N2CCSC2c2ccc(Br)cc2)cc1 (centres undefined)
  -12.5%	-4.1	-18.2	-3.5%	1.7	0.0	15.6	4.2	22.4
> COc1cccc(C(c2c(C)[nH]n(-c3ccccc3)c2=O)c2c(C)[nH]n(-c3ccccc3)c2=O)c1OC
  -4.8%	12.0	7.1	-2.6%	7.9	13.2	1.4	0.3	24.2
> C/C(N)=C(/C#N)C(=O)CSc1nnc(-c2ccccc2Br)o1
  -9.4%	-2.5	-4.8	9.7%	-2.6	1.1	8.8	0.3	-6.8
> COc1ccc(NC(=O)NC2(C(=O)N3CCN(C)CC3)CCCCC2)cc1
  -0.5%	-17.3	-0.3	1.0%	-2.2	0.4	6.4	0.3	18.4
> CCCCCn1c(SCCC(C)C)nc2c1c(=O)[nH]c(=O)n2C
  -11.8%	5.2	-0.1	6.4%	-18.7	1.9	2.6	-1.5	4.0
> COc1ccc(NC(=O)CCOc2ccccc2)c(OC)c1
  -9.2%	-16.6	-13.0	-0.2%	-4.7	8.3	3.5	-0.6	-0.6
> CCOC(=O)/C(=C\c1ccc(Cl)cc1)c1nc2sc(C)c(C)c2c(=O)[nH]1
  -13.7%	19.6	-22.2	5.1%	8.2	-2.7	0.4	0.9	-3.0
> Cc1ccc(NC(=O)COc2ccc(-c3nn(C)c(=O)c4ccccc34)cc2)cc1
  -9.9%	-3.6	nt	2.7%	-2.1	7.6	1.6	-0.8	-7.0
> CC(C)(C)c1ccc(-c2nc(SCC(=O)Nc3ccc(Cl)cc3)[nH]c(=O)c2C#N)cc1
  ?	-11.3	-12.0	0.0%	16.1	-7.9	131.7*	4.6	-2.4
> COc1cccc(C2=CC(c3ccc(OC)c(OC)c3OC)n3ncnc3N2)c1 (centres undefined)
  458.1%[activator]	-1.4	0.9	0.0%	3.4	-2.4	-0.8	-1.4	-3.0
> Cc1cc(Cl)c(S(=O)(=O)Nc2ccon2)cc1OCC(=O)NC1CCCCC1
  3.4%	-0.6	-5.0	0.2%	-3.3	7.1	-0.1	0.4	-3.9
> COC(=O)C(Cc1ccc(OC(=O)c2ccc(Cl)cc2)cc1)N1Cc2ccccc2C1=O (centres undefined)
  -3.2%	-17.1	-1.9	0.6%	-1.1	-0.5	13.7	0.3	-2.1
> Cn1ncc2c(Nc3ccccc3Cl)nc(Cl)nc21
  -0.7%	-8.1	-1.3	22.2%	9.9	10.8	2.0	0.6	-1.6
> C=CCNC(=O)c1onc(CSc2ccc(Cl)cc2)c1C(=O)O
  -15.7%	5.6	nt	-1.0%	17.7	7.2	0.0	-0.2	0.2
> CC(C)COc1ccc(C2=NC(c3ccncc3)=Nc3ccc(F)cc3N2)cc1
  -19.6%	7.5	-9.5	1.5%	0.5	nt	0.9	-1.2	1.9
> Cc1cc(C)c(S(=O)(=O)c2ccccc2)c(N(C)C)n1
  -10.4%	3.4	-1.7	1.7%	4.0	-4.8	1.0	-1.0	-3.5
> CCCCn1nc(C(=O)N[C@@H](CCSC)c2nc3ccccc3[nH]2)c2ccccc2c1=O
  ?	-10.1	-6.7	2.1%	-7.4	1.5	2.0	-0.3	-8.5
> CN1CCN(c2ccc(S(=O)(=O)N3CCOCC3)cc2NC(=O)COc2ccc(F)cc2Cl)CC1
  -14.3%	-8.7	-4.0	-0.1%	14.8	10.6	10.0	0.4	3.2
> COC(=O)c1n[nH]n(-c2cc(Cl)cc(Cl)c2)c1=O
  1.5%	-4.8	-11.7	-1.0%	-1.9	5.7	1.1	-1.6	-3.9
> O=C(O)c1cccc(S(=O)(=O)Nc2ccc3c(c2)CCC3)c1
  -6.1%	-7.8	2.0	-0.2%	-1.8	-3.7	6.9	0.9	5.8
> CCOc1ccc(-c2c(C)nn3c(C)c(C(=O)NCc4cccc(OC)c4)cnc23)cc1OCC
  -17.4%	-28.9	-13.1	-1.6%	-0.6	17.1	9.4	-0.5	-8.6
> CCC(Oc1ccccc1OC)C(=O)Nc1ccc2c(c1)OCO2 (centres undefined)
  1.7%	1.1	6.1	-0.4%	-2.3	-9.5	2.3	0.7	-5.0
> O=[N+]([O-])c1cccc(-c2nc(-c3ccncc3)no2)c1
  -8.1%	2.8	-12.2	3.7%	6.8	4.9	2.1	0.2	3.1
> Cc1nnc(SCC(=O)Nc2ccc(N3CCOCC3)cc2)n1-c1ccccc1
  10.0%	-0.5	-5.9	-3.0%	-0.3	-4.0	1.7	0.1	-1.4
> c1ccc(C2=Nn3c(nnc3-c3cc(-c4ccccc4)n[nH]3)SC2)cc1
  ?	17.8	-30.1	1.8%	24.4	2.1	3.8	-0.4	-0.3

3 entries out of the list, ordered by number of heavy atoms, lowest first:
Fields: Anesthetic bind	D1 antag	RXFP1 antagonist	RXFP1 agonist	TRHR PAM	D2 potentiator	D1 agonist	TRHR agonist	D1 PAM
> Cc1cc(Cl)c(S(=O)(=O)Nc2ccon2)cc1OCC(=O)NC1CCCCC1
  3.4%	-0.6	-5.0	0.2%	-3.3	7.1	-0.1	0.4	-3.9
> CCCCn1nc(C(=O)N[C@@H](CCSC)c2nc3ccccc3[nH]2)c2ccccc2c1=O
  ?	-10.1	-6.7	2.1%	-7.4	1.5	2.0	-0.3	-8.5
> CCOc1ccc(-c2c(C)nn3c(C)c(C(=O)NCc4cccc(OC)c4)cnc23)cc1OCC
  -17.4%	-28.9	-13.1	-1.6%	-0.6	17.1	9.4	-0.5	-8.6

Remaining list, next part:
Fields: Anesthetic bind	D1 antag	RXFP1 antagonist	RXFP1 agonist	TRHR PAM	D2 potentiator	D1 agonist	TRHR agonist	D1 PAM
> COc1ccc(C2NC(=O)C(C#N)=C(S)N2c2ccccc2)cc1OC (centres undefined)
  -10.1%	-16.2	-18.9	1.3%	3.4	4.5	4.4	0.0	-3.6
> CC1CCCCC1NC(=O)CSc1nnc(N)s1 (centres undefined)
  1.8%	-10.0	0.7	3.4%	0.2	-3.9	0.6	0.1	4.0
> CC(C)c1ccc(Nc2ccc(C(=O)O)cc2[N+](=O)[O-])cc1
  -9.9%	2.4	-19.7	0.0%	1.8	nt	-0.1	-0.1	-5.4
> COc1cc(NS(=O)(=O)c2ccc(NC(=O)c3ccc([N+](=O)[O-])cc3)cc2)ncn1
  -5.8%	8.8	-2.0	0.9%	-0.3	-0.4	3.9	0.8	2.8
> COC(=O)c1ccc(Nc2nc(C)cc(=O)[nH]2)cc1
  -3.4%	4.0	-3.7	2.8%	2.4	20.2	4.2	0.1	0.5
> Cc1ccc(C(=O)CCC(=O)OCC(=O)N(CC(C)C)c2c(N)n(Cc3ccccc3)c(=O)[nH]c2=O)cc1
  nt	7.5	11.2	2.0%	3.7	1.1	-0.1	0.4	-1.2
> COc1cccc(CN2C(=O)C3(SCC(=O)N3c3ccc(F)cc3)c3ccccc32)c1 (centres undefined)
  11.4%	3.5	nt	-0.7%	-5.9	-2.6	3.6	0.8	-0.1
> CCn1c(SCc2ccccc2)nnc1-c1ccc(S(=O)(=O)N2CCCCC2)cc1
  -1.3%	-5.3	-8.4	3.3%	-12.6	3.4	8.5	-0.1	-1.8
> Cc1ccc(NC(=O)CC2C(=O)OCC3CCCCN32)cc1Cl (centres undefined)
  -11.5%	-0.9	22.0	-1.1%	1.0	5.1	5.3	0.3	6.0
> O=C(Nc1c(Cl)cccc1Cl)c1cc(-c2ccc3c(c2)OCO3)on1
  -1.8%	-17.3	-8.3	-1.1%	-3.8	21.5	6.7	1.7	-1.1
> Cc1ccc2nc(-c3ccc(NC(=O)COC(=O)c4ccc(Br)o4)cc3)sc2c1
  4.7%	-6.6	-8.9	6.2%	4.5	1.6	3.6	0.5	45.9*
> C=Cc1ccc(Cn2c(C(=O)O)c(CNCc3cc(Br)ccc3OC)c3ccc(C)cc32)cc1
  ?	3.7	-0.7	0.7%	2.3	6.1	3.2	1.3	-2.4
> O=C(NC1CC1)C1CCN(S(=O)(=O)c2cc(Cl)ccc2Cl)CC1
  -3.2%	-21.5	9.7	-1.6%	4.7	12.4	4.6	0.2	0.8
> Cc1ccc(C)c(C(=O)CN2C(=O)NC3(CCC(C)CC3)C2=O)c1 (centres undefined)
  5.8%	-9.8	2.9	0.3%	-5.1	-4.4	0.6	-0.2	-0.5
> CCCCCC(=O)Nc1ccc(C2C(=O)c3ccccc3C2=O)cc1
  -10.7%	12.3	-2.7	-1.8%	-9.1	-1.2	0.3	-0.1	1.2
> O=C(CCc1ccc(S(=O)(=O)NC2CCCCC2)cc1)NCc1cccnc1
  -19.6%	-26.6	-22.1	2.9%	2.9	-3.6	3.9	0.8	5.8
> COc1ccc(C[C@@H]2CN3C(=NC[C@@H]3C)N2CCNC(=O)c2ccc(C)c(Br)c2)cc1
  -17.0%	2.6	nt	-0.6%	-0.7	-20.0	-2.0	-0.5	4.0
